High-throughput results (PubChem BioAssay)
Lipid droplet = inhibitors of hepatocyte lipid droplet formation, primary screen, imaging, high-throughput imaging, BODIPY stain | AML12 mouse hepatocytes, oleate lipid droplets | inhibition, % at 6.5 µM | hit rate 0.4% among 240,000;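 active = lipid droplet intensity inhibited by at least 50%, with more than 500 cells counted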
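Assay system: AML12 mouse liver cells | Compound dosing: One dose, 6.5 µM compound | Read-out basis: Droplet intensity reduction, % inhibition | Measured by: Fluorescence imaging, 20x objective, two fields per well | Schedule: Overnight treatment with compound plus oleate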
Lipid droplet cells 6.5 µM = further read-out of Lipid droplet, marked with its call; cell count; measured here: cell count, cytotoxicity flag;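 cells counted across two imaged fields per well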
Active calls of the source: *.

Screens in order: Lipid droplet	Lipid droplet cells 6.5 µM
> O=[N+]([O-])c1ccc(N2CCN(c3ccccc3F)CC2)nc1
  3.4	680
> CSc1c(CC(=O)Nc2ccccc2)n(C)c2ccccc12
  2.9	841
> CCC(C)c1ccccc1N1CC(C(=O)Nc2ccccc2N2CCCC2)CC1=O (configuration not stated)
  -12.2	832
> COc1cc(OC)c(S(=O)(=O)N2CCOCC2)cc1S(=O)(=O)N1CCOCC1
  -2.0	827
> COC(=O)N1C(=O)[C@@](c2ccccc2)(C(C)C)N1C(=O)OC
  -9.5	758
> COc1cc(C)c(C(=O)CSc2nnc(CNC(=O)c3ccco3)n2C)cc1C
  -14.5	801
> CC(=O)c1cccc(S(=O)(=O)N2CCCC(c3nc4c(nnn4Cc4ccccc4Cl)c(=O)[nH]3)C2)c1 (configuration not stated)
  -18.4	758
> CC(=O)N1N=C(c2ccccc2)CC1c1ccccc1 (configuration not stated)
  -0.1	798
> O=C(CCc1nnc2ccc(NCc3ccco3)nn12)N1CCN(c2ccccc2F)CC1
  -7.0	696
> COCCCn1c(C)nnc1SCC(=O)NNC(=O)COc1ccc(Cl)cc1
  19.0	755
> CCCN1CCC(N(CCc2ccccc2)Cc2ccccc2)CC1
  6.9	795
> CN(C)/C(=N\S(=O)(=O)c1ccc(F)cc1)c1ccccc1
  -0.8	414
> C/C(=N\NC(=O)c1nn(C)c(C)c1Br)c1ccc(NC(=O)C2CCCC2)cc1
  23.0	656
> COc1ccc(/C=N/NC(=O)c2cccnc2)c2ccccc12
  -2.6	820
> COc1ccccc1CN1CC(C(=O)NCCCc2ccc(F)cc2)CCC1=O (configuration not stated)
  6.3	743
> COCCN(CCOC)c1nc(-c2ccccc2)nc2ccccc12
  -0.5	796
> CCCc1cc(C(=O)N2CCCC(C(=O)c3ccc(Cl)cc3)C2)n(C)n1 (configuration not stated)
  -1.0	677
> CCc1nc(NCCC(C)C)c2nnn(Cc3ccccc3)c2n1
  -11.4	787
> CC(C)NC(=O)c1ccc2c(c1)N(CC(=O)Nc1ccccc1F)C(=O)C(C)(C)O2
  -2.5	840
> CN(CC1CCOCC1)C(=O)CC1C(=O)NCCN1Cc1ccccc1F (configuration not stated)
  -6.9	866
> O=C(NCCc1c[nH]c2ccccc12)c1cc([N+](=O)[O-])cc([N+](=O)[O-])c1
  7.3	816
> CCOc1ccc(/C=C2\SC(=S)N(CCC(=O)Nc3ccc(C(=O)O)cc3)C2=O)cc1
  -0.5	763
> COc1cc(/C=N/NC(=O)c2cccnc2)ccc1OC(=O)c1cc(OC)c(OC)c(OC)c1
  -13.8	801
> Cc1ccc(N2C(=O)CC(Sc3nccc(C)n3)C2=O)cc1 (configuration not stated)
  -1.0	853
> COc1ccc(OC)c(NC(=O)Cc2ccc(NC3=NC4CS(=O)(=O)CC4S3)cc2)c1 (configuration not stated)
  -47.5	745
> Cc1cccc(N2CCN(S(=O)(=O)c3ccc4c(c3)CCCN4C(=O)C3CCC3)CC2C)c1 (configuration not stated)
  -8.9	691
> CCCOc1ccc(N2C(=O)CC(SCC(N)C(=O)OCC)C2=O)cc1 (configuration not stated)
  -0.7	778
> COc1ccc(CCC(=O)NNC(=O)Nc2ccccc2Cl)cc1
  -1.3	882
> CC[C@]1(c2ccccc2)C(=O)N(C(=O)OC)N1C(=O)OC
  0.9	733
> Cc1cc(=O)oc2c3c(cc(OCC(=O)N4CCC(C(=O)O)CC4)c12)OC(C)(C)CC3
  3.7	833
> CSc1nnc(NC(=O)c2cccc(S(=O)(=O)N3CCOCC3)c2)s1
  -0.1	821
> O=C(Nc1ccccc1C(=O)O)c1cccc(NC(=O)c2ccco2)c1
  -0.1	839
> COc1cc(Br)c(CNc2cc(C)ccc2C)cc1OC
  13.0	788
> COc1ccc(-n2cc3ccc([N+](=O)[O-])cc3n2)cc1
  -4.9	840
> O=C(c1cc(COc2ccc(F)cc2Cl)on1)N1CCN(c2cnccn2)CC1
  -10.1	793
> CC(=O)c1cccc(N2C(=NC(=O)C3CC3)SC3CS(=O)(=O)CC32)c1 (configuration not stated)
  -0.4	757
> O=C1CCCCN1CCCC(=O)N1CCCC(Nc2ccc(F)c(F)c2)C1 (configuration not stated)
  -62.1	695
> Cc1cc(=O)oc2c(CN3CCCC3)c(O)c(Cl)cc12
  -16.6	823
> O=C(NNC(=O)c1cc(Cl)ccc1O)c1cccs1
  -16.6	806
> O=C(Nc1cccc(-c2cccc(Cl)c2)c1)C1CCN(CC2CCOC2)CC1 (configuration not stated)
  -4.1	794
> Cc1cc(Oc2nc3ccccn3c(=O)c2/C=C(\C#N)C(=O)NC2CCS(=O)(=O)C2)ccc1Cl (configuration not stated)
  8.1	793
> CCOC(=O)N1CCN(C(=O)CCS(=O)(=O)c2ccc3c(c2)CCN3C(=O)CC)CC1
  -4.4	741
> O=C(Cc1cccc(F)c1)N1CCCC(CO)(Cc2ccc(F)cc2F)C1 (configuration not stated)
  -19.5	834
> O=C1NC2(CCCCCC2)C(=O)N1Cc1cccc([N+](=O)[O-])c1
  -5.6	422
> CCOc1ccc(S(=O)(=O)N2CCOCC2)cc1NC(=O)c1ccccc1F
  10.0	860
> O=C(CCC1CCN(C(=O)c2cccc(Cl)c2F)CC1)Nc1ccccc1
  -4.0	699
> CCc1ccc(CNC(=O)C2CCC(=O)N(CCc3ccc(Cl)cc3)C2)nc1 (configuration not stated)
  -6.3	669
> COCCn1cnc2c1c(=O)n(Cc1c(F)cccc1Cl)c(=O)n2Cc1ccccc1
  6.6	745
> COc1ccc(OC)c(CCNC(=O)CN2C(=O)CCSc3ccccc32)c1
  -22.1	776
> O=C(N/N=C/c1ccccc1F)c1ccccc1OCc1ccccc1
  -1.9	802
> CCOC(=O)C1CCN(C(=O)CCCn2c(=O)c3cccn3c3cccnc32)CC1
  -31.0	754
> Cc1ccc(N2CCN(S(=O)(=O)c3c(C)nc4scc(C)n4c3=O)CC2)c(C)c1
  -59.7	659
> Cc1nc2scc(C)n2c(=O)c1S(=O)(=O)Nc1ccc(OC(F)(F)F)cc1
  -20.0	696
> O=S(=O)(Nc1ccc(Cl)cn1)c1ccc(F)cc1
  5.0	842
> CCCn1c(CN2CCN(C(C)=O)CC2)nc2cc(S(=O)(=O)N(C)C)ccc21
  7.9	690
> COc1ccc(NC(=O)[C@@]2(CC(=O)O)CC(/C=C/c3ccccc3)=NO2)cc1
  -4.0	806
> CCN(CC1CCCN(CCc2cccc(OC)c2)C1)C(=O)c1ccoc1C (configuration not stated)
  -5.8	635
> CCCN(CCC)CCNC(=O)c1cc2c(-c3ccccc3F)nn(C)c2s1
  -22.0	814
> CN(C)S(=O)(=O)c1cccc(NC(=O)Cc2ccsc2)c1
  1.6	751
> CCc1ccccc1NC(=O)c1cc(S(=O)(=O)N(C)C)ccc1N1CCCC1
  -15.0	648

Other records
Screens in order: Lipid droplet	Lipid droplet cells 6.5 µM
> C=CCOc1ccc2ccccc2c1CNn1cn[nH]c1=S
  -7.5	800
> Cc1ccccc1-c1nc(CS(=O)CC(=O)NCc2ccccn2)c(C)o1 (configuration not stated)
  5.1	774
> CN1CCC(N(C)S(=O)(=O)c2ccc(Cl)cc2)CC1
  11.7	814
> CCn1c(C)cc(=O)cc1-c1ccc(Cl)cc1
  0.9	695
> Nc1ccccc1-c1nc2ccccc2c(=O)o1
  -1.9	756
> Cc1ccc(C)c(NC(=O)CSc2nnc(CNC(=O)c3ccco3)n2C)c1
  -16.4	504
> Cc1ccc(C)c(/C=C2\N=C(c3ccccc3F)OC2=O)c1
  -4.8	817
> COc1ccc(/C=C/C(=O)NC(=S)Nc2ccc(S(N)(=O)=O)cc2)cc1OC
  -0.3	785
> CCCn1c(-c2cccc(F)c2)nc2c1c(=O)[nH]c(=O)n2Cc1ccccc1
  -6.4	821
> CCC1CCCCN1CCCNC(=O)Cn1c2ccccc2c2nc(=O)cc(C)n21 (configuration not stated)
  -0.3	662
> Cc1nn(CC(=O)N2CCN(C34CC5CC(CC(C5)C3)C4)CC2)c(C)c1[N+](=O)[O-]
  0.0	811
> COc1ccc(N(CC(=O)Nc2ccc(F)c(F)c2)S(=O)(=O)c2c(C)n[nH]c2C)cc1
  -2.2	682
> COc1cccc(/C=C2\SC(=S)N(NS(=O)(=O)c3ccc(C)cc3)C2=O)c1OC
  -23.1	672
> O=C(COc1cccc(C(F)(F)F)c1)Nc1ccc2[nH]ncc2c1
  -2.1	833
> CCOc1cc(Br)cc(C(c2c(C(=O)O)[nH]c3ccccc23)c2c(C(=O)O)[nH]c3ccccc23)c1O
  -14.4	722
> CC(=O)NS(=O)(=O)c1ccc2c(c1)Cc1cc(S(=O)(=O)NC(C)=O)ccc1-2
  -3.0	789
> CCN(c1ccc(F)cc1)S(=O)(=O)c1cccc2nsnc12
  -14.4	793
> Cc1ccc(N(CC(=O)Nc2ccc(Br)c(C)c2)S(=O)(=O)c2c(C)[nH]c(=O)[nH]c2=O)cc1
  8.6	729
> Cc1cccc2nc(CNC(=O)C3CCC(=O)N(Cc4ccccc4F)C3)cn12 (configuration not stated)
  4.6	737
> Cc1c(CC(=O)NCCC(=O)O)c(=O)oc2cc3oc4c(c3cc12)CCCC4
  -25.6	718
> COc1cccc(CN(C)C(=O)Cc2c[nH]c3ccccc23)c1
  25.3	695
> COCCNC(=O)C(c1ccc(Cl)cc1)N(CCOC)C(=O)CCC(=O)Nc1ccccn1 (configuration not stated)
  -10.9	813
> O=c1sc2ccccc2c(N2CCOCC2)c1[N+](=O)[O-]
  -0.3	825
> CN(CC1CCCN(CCc2ccc(F)cc2)C1)C(=O)CCC(N)=O (configuration not stated)
  1.3	821
> Cn1c2ccccc2c2n[nH]c(=S)nc21
  -24.9	774
> COc1ccc(Cl)cc1NC(=O)CNC(c1ccccc1)c1ccccc1
  3.6	802
> COc1ccc(C(=O)c2coc3ccc(O)cc23)cc1
  -0.1	852
> O=C(CN1CCc2cc3c(cc2C1)OCCCO3)Nc1cccc(Br)c1
  -7.4	662
> COc1ccccc1CNC(=O)CCCC(=O)n1ncc2cc(C)ccc21
  -1.2	721
> Cc1ccc(NC(=O)c2cnccn2)nc1
  -1.0	651
> CCN(CC)Cc1c(O)ccc2c(=O)c(-c3ccccc3)coc12
  -0.2	807
> CC(C)[C@H](N)C(=O)N1CCC(C(=O)N[C@@H](Cc2ccccc2)C(=O)NCc2ccc(F)cc2)CC1
  9.3	690
> COc1ccc(Cc2nnc(NC(=O)c3ccc(OC(C)=O)cc3)s2)cc1OC
  6.1	839
> COc1cccc(NC(=O)C2CCCN2C(=O)Nc2ccccc2)c1 (configuration not stated)
  6.9	808
> Cc1cnc(C(=O)OCC(=O)N=c2sccn2Cc2ccccc2Cl)cn1
  4.3	919
> C=CCn1c(=S)[nH]c2cc(-c3ccccc3)sc2c1=O
  -0.6	803
> CC(C)N(Cc1ccccc1)S(=O)(=O)c1ccc2c(c1)NC(=O)CO2
  -21.3	668
> COc1ccc(CCNC(=O)CN2C(=O)COc3ccc(S(=O)(=O)N4CCOCC4)cc32)cc1OC
  -7.2	674
> COc1cc(OC)c(-c2nc(-c3ccncc3)no2)cc1OC
  12.8	861
> Cc1cc(C)c2cc(C(=O)N3CCC(N4CCCCC4)CC3)[nH]c2c1
  -10.7	800
> COc1ccc(CNC(=O)CN2C(=O)CSc3ccc(S(=O)(=O)N4CCOCC4)cc32)c(OC)c1
  -19.5	701
> CC1CC(C)CN(CC(O)COCc2ccccc2)C1 (configuration not stated)
  5.0	794
> CC(=O)c1ccc(NC(=O)C2C3C=CC(O3)C2C(=O)O)cc1 (configuration not stated)
  -10.3	843
> O=C(CC1C(=O)NCCN1Cc1c(F)cccc1Cl)NCCCOc1cccnc1 (configuration not stated)
  -26.6	755
> O=C(NCc1ccccc1Br)c1ccncc1
  -0.7	852
> COc1cc(C(=O)NCc2nnc(SCC(=O)NC3CCCCC3)o2)cc(OC)c1OC
  15.7	693
> O=C(CN1CCN(S(=O)(=O)c2ccc(Cl)cc2)CC1)NC1CC1
  -9.4	696
> Cc1[nH]c(C)c(S(=O)(=O)NCCc2ccccc2)c1C(=O)N1CCCC1
  -0.6	775
> CC(=O)N=c1sccn1CC(O)c1ccc(Br)cc1 (configuration not stated)
  -23.9	741
> CCN(CC)C(=O)C(Oc1ccc(C)nc1[N+](=O)[O-])c1ccccc1 (configuration not stated)
  -21.7	716
> O=C(Cn1ncc2c3ccccc3n(Cc3ccccc3F)c2c1=O)N1CCN(c2ccccn2)CC1
  9.8	690
> CCOc1ccc(N(CC(=O)NC2CCCCCC2)S(=O)(=O)c2ccccc2)cc1
  -6.7	650
> Cn1cccc1C(=O)NCc1ccc(S(N)(=O)=O)cc1
  -11.2	821
> COc1ccc(-c2noc(CNS(=O)(=O)c3ccccc3)n2)cc1
  -3.4	768
> COc1cccc(/C=C2/Sc3ccc(C(=O)NCCN4CCCCCC4)cc3NC2=O)c1
  9.0	718
> COc1ccc(Br)cc1/C=N/NC(=O)c1cccnc1
  6.4	809
> OCC[C@@H]1C[C@H](O)[C@@H](O)[C@@]2(Cc3ccccc3O2)O1
  19.4	787

Some of the entries so far, bar-delimited.
canonical_smiles | Lipid droplet | Lipid droplet cells 6.5 µM
CCCn1c(CN2CCN(C(C)=O)CC2)nc2cc(S(=O)(=O)N(C)C)ccc21 | 7.9 | 690
COc1ccc(NC(=O)[C@@]2(CC(=O)O)CC(/C=C/c3ccccc3)=NO2)cc1 | -4.0 | 806
CCN(CC1CCCN(CCc2cccc(OC)c2)C1)C(=O)c1ccoc1C (configuration not stated) | -5.8 | 635

Some of the entries so far, tab-delimited.
canonical_smiles	Lipid droplet	Lipid droplet cells 6.5 µM
CCN(CC)Cc1c(O)ccc2c(=O)c(-c3ccccc3)coc12	-0.2	807
CC(C)[C@H](N)C(=O)N1CCC(C(=O)N[C@@H](Cc2ccccc2)C(=O)NCc2ccc(F)cc2)CC1	9.3	690
COc1ccc(Cc2nnc(NC(=O)c3ccc(OC(C)=O)cc3)s2)cc1OC	6.1	839

Some of the compounds tested; rates above refer to the full screens.
